Screening results deposited in PubChem by National Center for Advancing Translational Sciences (NCATS).
aSyn yeast inh = alpha-synuclein toxicity inhibition in yeast; AID 652106; Yeast expressing alpha-synuclein, growth rescue, BacTiter-Glo, 24 h; Potency, µM (doses to about 46.1 µM), inactives show at the top dose growth rescue (activation), actives largely listed as activators; 370,000 tested, 0.14% active; note: % of control where 0% means no effect; nearly all actives have a fitted effect of over 65% in size
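Readout is rescue of growth in alpha-synuclein-expressing yeast, so inhibitors of toxicity appear as activators. Growth after 24 hr at 30 deg C in galactose medium is quantified by luminescence.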
EPAC2 ag = agonists of human EPAC2 (RAPGEF4) | EPAC2 activation, biochemical qHTS; response scale: 100% = 6.5 mM cAMP response | Potency, µM (top dose mostly 154 µM), inactives show at the highest dose activation, usual class: activators | 360,000 tested, 0.079% active | AID 720711; note: nearly all actives have a fitted effect of over 50% in size
Target sequence (Q8WZA2 whole entry, looked up): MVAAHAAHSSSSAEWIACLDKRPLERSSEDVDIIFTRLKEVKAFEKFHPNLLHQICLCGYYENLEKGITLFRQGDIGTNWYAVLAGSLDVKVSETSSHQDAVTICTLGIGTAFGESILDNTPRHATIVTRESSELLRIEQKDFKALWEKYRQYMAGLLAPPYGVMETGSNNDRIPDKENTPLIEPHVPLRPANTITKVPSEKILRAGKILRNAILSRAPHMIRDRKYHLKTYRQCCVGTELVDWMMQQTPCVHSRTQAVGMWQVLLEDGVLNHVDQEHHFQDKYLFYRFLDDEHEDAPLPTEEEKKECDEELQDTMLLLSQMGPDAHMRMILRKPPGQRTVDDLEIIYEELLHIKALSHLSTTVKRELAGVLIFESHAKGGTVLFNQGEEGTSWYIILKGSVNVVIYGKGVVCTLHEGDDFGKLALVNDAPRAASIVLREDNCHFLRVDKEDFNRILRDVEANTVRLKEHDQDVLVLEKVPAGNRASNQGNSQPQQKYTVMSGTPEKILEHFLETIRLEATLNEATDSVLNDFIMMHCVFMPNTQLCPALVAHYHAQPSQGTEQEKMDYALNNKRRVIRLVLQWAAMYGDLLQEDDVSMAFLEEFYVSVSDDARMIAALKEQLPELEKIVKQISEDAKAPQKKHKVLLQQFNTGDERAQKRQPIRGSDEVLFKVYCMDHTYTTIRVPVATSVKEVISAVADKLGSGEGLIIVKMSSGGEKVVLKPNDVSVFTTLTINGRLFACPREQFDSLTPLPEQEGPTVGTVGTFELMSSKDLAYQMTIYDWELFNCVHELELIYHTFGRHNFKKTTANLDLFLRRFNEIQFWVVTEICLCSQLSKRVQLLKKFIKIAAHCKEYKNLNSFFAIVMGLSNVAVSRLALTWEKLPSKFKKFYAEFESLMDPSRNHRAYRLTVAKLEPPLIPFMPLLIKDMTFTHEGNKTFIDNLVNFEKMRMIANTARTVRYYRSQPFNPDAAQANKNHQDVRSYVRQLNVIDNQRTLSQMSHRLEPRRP
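Each well held 100 nM EPAC2, 250 nM RAP1B-BODIPY-GDP and 50 uM GDP. Fluorescence, read at 5-min intervals to 30 min, was referenced to a 6.5 mM cAMP positive control.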
FUS suppressor = FUS proteinopathy suppression in yeast; S. cerevisiae FUS-expressing, growth rescue, OD600, 24 h; 390,000 tested, 0.24% active; Potency, µM (top dose mostly 76.6 µM), for the others: at the top dose growth rescue (activation), most hits filed as activators;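 note: plate controls were DMSO vehicle for no effect and reference control for full effect; nearly all actives have a fitted effect of over 55% in size; some results filed as inactive show a strong effect at the top dose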
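Toxicity suppression screen in FUS-yeast. Cells induced with 2% galactose, starting OD 0.005, treated 24hr at 30C with compounds at multiple final concentrations; growth by OD600.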
EPAC2 antagonist = antagonists of human EPAC2; Q8WZA2; 360,000 tested, 0.18% active; EPAC2 GEF exchange of Rap1B-BODIPY-GDP, fluorescence; Potency, µM (doses to about 114 µM), for inactives: top-dose activity, negative = inhibition, most hits filed as inhibitors; note: % is set by controls: 0 for no effect and ±100 for the full control effect; nearly all actives have a fitted effect of over 45% in size; many of its hits are not listed in these tables
PTHR1 ag = PTHR1 (human) receptor agonism; Q03431; HEK293 GP2 PTHR1 cells, GloSensor cAMP luminescence, 1 h; Potency, µM (titrated, usually from 115 µM), for inactives: at the highest dose activation, actives largely listed as activators; 410,000 tested, 0.075% active; note: nearly all actives have a fitted effect of over 55% in size; some results filed as inactive show a strong effect at the top dose; inactives centre near -15; many of its hits are not listed in these tables
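HEK-293-derived GP2 cells expressing PTHR1 and a GloSensor cAMP reporter, 3,000/well, plated overnight, given luciferin plus IBMX (each 0.5 mM as added) for 1 h at 37 °C, then compound for 1 h at 37 °C. Luminescence was read after 15 min at room temperature.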
EPAC1 ag = EPAC1 (human) agonism; O95398; EPAC1 agonist qHTS, biochemical assay; response scale: 100% = response to 6.5 mM cAMP; Potency, µM (top dose mostly 154 µM), without a hit: at the top dose activation, hits mostly activators; 360,000 tested, 0.073% active; note: nearly all actives have a fitted effect of over 60% in size
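Nucleotide exchange assay: 100 nM EPAC1 with 250 nM Rap1B loaded with BODIPY-GDP and 50 uM GDP, room temperature. Fluorescence (480/540 nm) read every 5 min for 30 min; signal change normalized to 6.5 mM cAMP as full agonist.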
EPAC1 antagonist = EPAC1 (human) antagonism; AID 720709; EPAC1 GEF assay, Rap1b-BODIPY-GDP exchange fluorescence; O95398; Potency, µM (titrated, usually from 115 µM), without a hit: at the highest dose activity change, negative = inhibition, usual class: inhibitors; 360,000 tested, 0.14% active;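 note: plate controls were vehicle for no effect and positive control for full effect; nearly all actives have a fitted effect of over 50% in size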
TDP43 rescue = TDP-43 toxicity inhibition in yeast | 410,000 tested, 1.8% active | TDP-43 expressing yeast growth rescue, BacTiter-Glo, 24 h | Potency, µM (highest dose often 46.1 µM), for the others: at the top dose growth rescue (activation), hits mostly activators; note: % of control where 0% means no effect; nearly all actives have a fitted effect of over 50% in size
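Growth rescue of TDP-43-toxic yeast measured as ATP luminescence (BacTiter-Glo). Cells grown to mid-log in raffinose, induced in galactose at OD600=0.02, exposed to compound 24 hr at 30 deg C.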
* hit, by the source's call; i = inactive; u = inconclusive; x = no result given; & = joins results of further samples; [ ] = remark or other dose. Calls come from the whole dose curve; as a rule, active = well fitted curve in the direction sought with a large enough effect; inconclusive = small, poorly fitted or top-dose-only effect, or another doubt; inactive = no such curve, though single readings can be large; an effect the other way counts as inactive or inconclusive. Potency is the fitted concentration of half-maximal effect. An excerpt, so the mix of outcomes need not match the whole.

no.	SMILES	aSyn yeast inh	EPAC2 ag	FUS suppressor	EPAC2 antagonist
1	COc1cc(C(=O)Nc2nc(-c3ccc(F)cc3)cs2)ccc1OCC(=O)N1CCOCC1	11%	4%	u	-14%
2	Cc1cc(OCC(C)C)ccc1/C(O)=C1/C(=O)C(=O)N(Cc2cccnc2)C1c1ccncc1 (centres undefined)	-4%	0%	0%	12%
3	CC(=O)OCC(OC(C)=O)C(OC(C)=O)C(OC(C)=O)C(=O)Nc1cccc(C)c1 (centres undefined)	4%	2%	-28%	7%
4	Cc1cccc(-n2ccnc2SCC(=O)Nc2nc3ccccc3s2)c1	-5%	x	-9%	x
5	COCCn1nnnc1CN1CCN(c2cccc(C(F)(F)F)c2)CC1	1%	1%	3%	1%
6	O=C(Nc1ccccc1-c1ccccc1NC(=O)c1ccco1)c1ccco1	0%	4%	0%	7%
7	COC(=O)c1nn(-c2cccc(C(F)(F)F)c2)ccc1=O	u	10%	-14%	3%
8	COC(=O)C1=C(CN2CCSCC2)NC(=O)NC1c1cc(C)ccc1C (centres undefined)	-3%	5%	4%	0%
9	CC[C@]1(c2ccccc2)C(=O)N(C(=O)OC)N1C(=O)OC	0%	9%	-22%	14%
10	Cc1ccc(NC(=O)Cn2cnc3c(=O)n(C)c(=O)n(C)c32)c(C)c1	-2%	-4%	18%	20%
11	CCOC(=O)N1CCC(Nc2cc(C)nc3c(-c4ccccc4OC)c(C)nn23)CC1	2%	3%	20%	6%
12	CCCOc1nc(SCCC)nc2c1cnn2-c1ccccc1	2%	10%	8%	-8%
13	COc1ccccc1N1CCN(C(=O)CSc2nnc(NC(=O)C3CCC3)s2)CC1	-3%	12%	4%	-6%
14	COc1ccc(NC2=NC(=S)N(c3cccc(C)c3)C23CCCCC3)cc1	5%	-4%	-5%	1%
15	COCCNS(=O)(=O)c1ccc2c(c1)C(=O)c1cc(S(=O)(=O)NCCOC)ccc1-2	x	11%	-1%	-1%

no.	PTHR1 ag	EPAC1 ag	EPAC1 antagonist	TDP43 rescue
1	-40%[inhibitor]	-1%	1%	22%
2	i	-4%	13%	0%
3	i	0%	12%	12%
4	-25%	x	x	9%
5	i	-7%	-3%	11%
6	-9%[57.5 µM]	1%	17%	9%
7	i	9%	-16%	-2%
8	-13%	3%	11%	-1%
9	-27%	-14%	-1%	-1%
10	i	1%	15%	-12%
11	-84%[inhibitor]	-12%	-19%	-1%
12	i	2%	14%	-2%
13	-16%[57.5 µM]	0%	-1%	11%
14	i	-7%	-9%	18%
15	-25%	5%	-2%	-16%

Next part
no.	SMILES	aSyn yeast inh	EPAC2 ag	FUS suppressor	EPAC2 antagonist
16	COc1ccc(-c2cc(C(F)(F)F)n3nc(C(=O)NCC45CC6CC(CC(C6)C4)C5)cc3n2)cc1OC	u	x	3%	x
17	O=S(=O)(Nc1ccc(Cl)c(Cl)c1)N1CCOCC1	11%	10%	-1%	3%
18	CCOCCCNC(=O)C(NC(=O)c1ccccc1O)c1ccccc1 (centres undefined)	1%	10%	14%	3%
19	Cc1ccccc1C(=O)NNC(=S)NC(=O)c1ccc(Cl)cc1Cl	1.6µM*	14%	0%	-3%
20	COc1ccc(N(CC(=O)NC2CCCCCC2)S(=O)(=O)c2ccc(C)cc2)cc1OC	-2%	0%	-6%	7%
21	CCn1cc(C(=O)NCCN(C)CCc2ccccc2)c(=O)c2cc(S(=O)(=O)N(C)C)ccc21	1%	6%	31%	-1%
22	O=[N+]([O-])c1ccc(NC(=S)NCc2ccc(F)cc2)cc1	-49%[inhibitor]	5%	-13%	-16%
23	CCC(C)(C)c1ccc(OCCCC[n+]2ccc(C)cc2)c(C(C)(C)CC)c1	-24%	-1%	u	-22%
24	Cc1ccc(NC(=O)N/C=C/c2ccco2)c(C)c1	0%	11%	34%	-4%
25	COc1cc2cc(OC(C)=O)c3cc4c(cc3c2c(OC)c1OC)OCO4	1%	0%	-4%	8%
26	c1nc(N2CCC3(CC2)OCCO3)c2c3c(sc2n1)CCCC3	6%	12%	4%	-1%
27	O=C(c1cccs1)N1CCN(S(=O)(=O)c2ccc(F)cc2)CC1	-2%	3%	-11%	-1%
28	CCN(CC)CC(O)COC(c1ccccc1)c1ccccc1 (centres undefined)	-5%	-1%	-39%	2%
29	CCN(CC)CCNC(=S)Nc1ccc(F)cc1	3%	2%	-4%	2%
30	O=S(=O)(NC(=NCCc1ccc(Cl)cc1)c1ccccc1Cl)c1cccs1	0%	16%	24%	-10%

no.	PTHR1 ag	EPAC1 ag	EPAC1 antagonist	TDP43 rescue
16	1%	x	x	14%
17	i	-1%	-4%	15%
18	i	-4%	-16%	-6%
19	-39%[inhibitor][57.5 µM]	14%	-1%	10µM*
20	-7%	-2%	4%	-14%
21	i	-1%	-2%	-31%[inhibitor]
22	-83%[inhibitor]	0%	-16%	-91%[inhibitor]
23	-23%	-10%	-3%	u
24	12%[57.5 µM]	6%	3%	-6%
25	-17%	6%	5%	-5%
26	-22%	-6%	-23%	22µM*
27	i	-7%	-15%	14%
28	i	-2%	7%	13%
29	i	8%	0%	-12%[9.22 µM]
30	-49%[inhibitor]	-5%	u	-5%

Reprinted: entries 21–28
no.	SMILES	aSyn yeast inh	EPAC2 ag	FUS suppressor	EPAC2 antagonist
21	CCn1cc(C(=O)NCCN(C)CCc2ccccc2)c(=O)c2cc(S(=O)(=O)N(C)C)ccc21	1%	6%	31%	-1%
22	O=[N+]([O-])c1ccc(NC(=S)NCc2ccc(F)cc2)cc1	-49%[inhibitor]	5%	-13%	-16%
23	CCC(C)(C)c1ccc(OCCCC[n+]2ccc(C)cc2)c(C(C)(C)CC)c1	-24%	-1%	u	-22%
24	Cc1ccc(NC(=O)N/C=C/c2ccco2)c(C)c1	0%	11%	34%	-4%
25	COc1cc2cc(OC(C)=O)c3cc4c(cc3c2c(OC)c1OC)OCO4	1%	0%	-4%	8%
26	c1nc(N2CCC3(CC2)OCCO3)c2c3c(sc2n1)CCCC3	6%	12%	4%	-1%
27	O=C(c1cccs1)N1CCN(S(=O)(=O)c2ccc(F)cc2)CC1	-2%	3%	-11%	-1%
28	CCN(CC)CC(O)COC(c1ccccc1)c1ccccc1 (centres undefined)	-5%	-1%	-39%	2%

no.	PTHR1 ag	EPAC1 ag	EPAC1 antagonist	TDP43 rescue
21	i	-1%	-2%	-31%[inhibitor]
22	-83%[inhibitor]	0%	-16%	-91%[inhibitor]
23	-23%	-10%	-3%	u
24	12%[57.5 µM]	6%	3%	-6%
25	-17%	6%	5%	-5%
26	-22%	-6%	-23%	22µM*
27	i	-7%	-15%	14%
28	i	-2%	7%	13%

(more compounds)
no.	SMILES	aSyn yeast inh	EPAC2 ag	FUS suppressor	EPAC2 antagonist
31	CCCCn1c(=O)[nH]c(=O)c2c1nc(COC(=O)c1c(C)noc1C)n2CCC	-1%	7%	24%	0%[57.1 µM]
32	Cc1ccc(CN2C(=O)CSCC2(C)C(=O)NCc2ccccc2)cc1 (centres undefined)	-1%	1%	-1%	2%
33	CCN1C[C@@H]2[C@@H]3C(=O)N(C)C(=O)[C@@H]3[C@](Cc3ccccc3)(C1=O)N2C(=O)c1ccc(Br)cc1	5%	6%	15%	10%
34	COCCCNC(=O)c1ccc(C2SCC(=O)N2Cc2ccco2)cc1 (centres undefined)	1%	-3%	6%	0%
35	CC1Oc2ccccc2N(CC(=O)NC2CCCCC2)C1=O (centres undefined)	-1%	2%	-7%	3%
36	C[C@@H]1CN([C@@H](C)CO)C(=O)c2c(c3ccccc3n2C)-c2ccccc2CO[C@H]1CN(C)C(=O)C1CC1	0%	8%	12%	-7%
37	COC(=O)Cc1c(C)nc2nc(Cc3ccccc3)[nH]n2c1=O	2%	3%	-6%	7%
38	N#Cc1cc([N+](=O)[O-])ccc1NCC1CCCO1 (centres undefined)	0%	8%	-7%	-9%
39	COc1ccc(S(=O)(=O)N2CC(C(=O)O)Oc3ccccc32)cc1 (centres undefined)	-1%	3%	17%	-8%
40	Cc1ccc(/C=C/S(=O)(=O)NCC(=O)OCC(=O)Nc2ccc(C(N)=O)cc2)cc1	0%	-2%	13%	8%
41	COc1ccc(N2CC(C(=O)Nc3cccnc3)CC2=O)cc1 (centres undefined)	1%	0%	2%	-10%
42	Cc1ccccc1NS(=O)(=O)c1nnc(NC(=O)c2ccc(Cl)cc2)s1	0%	-1%	-11%&-10%	-4%
43	CC(C)C1OC(c2cccc(NC(=O)c3cccs3)c2)OCC1(C)C (centres undefined)	-20%	4%	36%	-19%
44	Nn1c(SCC(=O)Nc2ccc(S(N)(=O)=O)cc2)nnc1C(F)(F)F	-5%	8%	-39%	8%
45	COC(=O)[C@]1(Cc2ccccc2)N[C@H](CN(C)C(C)=O)[C@@H]2C(=O)N(C)C(=O)[C@@H]21	0%	8%	-9%	-1%
46	c1ccc2c(c1)COc1c3ncccc3nn1-2	1%	15%	-24%	4%
47	CCOc1ccc(/C=C2/Sc3ccc(C(=O)NCC4CCCO4)cc3N(C)C2=O)cc1OC (centres undefined)	9%	3%	33%	-17%

no.	PTHR1 ag	EPAC1 ag	EPAC1 antagonist	TDP43 rescue
31	-6%[57.5 µM]	-2%	11%	-2%
32	i	-5%	5%	14%
33	i	2%	-3%	7%
34	i	6%	1%	-14%
35	-14%	-4%	-3%	-14%
36	-23%	7%	-4%	2%
37	i	-3%	-12%	15%
38	-16%	2%	-1%	12%
39	i	7%	u	-2%
40	i	-39%[inhibitor]	7%	u
41	i	-4%	26%	-10%
42	-40%&-8%[inhibitor]	-15%	-6%	22%&20%
43	-19%	-10%	-28%	0%
44	i	-23%	18%	4%
45	i	10%	-1%	16%
46	-28%	4%	10%	u
47	-7%	17%	9%	u
